PolyA inhibitor: polyadenylation inhibitors in yeast reporter cells, primary screen, luminescence, S. cerevisiae | 0.02% of 300,000 active | calls only at 12 µM | S. cerevisiae SKY197-pL101 polyadenylation reporter, beta-gal luminescence; efflux-impaired pdr1/pdr3 knockout yeast; score 100 = 6 SD above DMSO | AID 1875, 2009;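 active = lowest replicate activity score at least 50, where 100 means six control SD above control mean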;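 note: yeast exposed to compound for 9 h at 30 °C; higher score means more reporter readthrough which indicates perturbed polyadenylation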
Platelet DG rel: inhibitors of platelet dense granule secretion, primary screen, cell-based, MLPCN, human platelets; human platelet-rich plasma, SFLLRN dense granule ATP release, luminescence; inhibition, %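 (compounds screened at 7.5 µM in platelet-rich plasma)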; 0.22% of 300,000 active; AID 1663, 2009;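 active = mean replicate score, as percent of positive control, at or above 50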
KCNQ1 act: potentiators or activators of KCNQ1 channel, primary screen, cell-based, thallium flux, high-throughput; Potassium voltage-gated channel subfamily KQT member 1 (Homo sapiens), P51787; CHO-K1 KCNQ1, thallium flux FluxOR fluorescence; hits give high values; B-score at 10 µM; 0.35% of 310,000 active; AID 2648, 2010;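 active = fluorescence ratio B-score, a plate-corrected score, at least three library SD, with initial intensity B-score within 5 SD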
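Assay system: CHO-K1 cells stably expressing KCNQ1. Medium: assay buffer for compound exposure, DMSO matched across wells. Timing: 37 °C overnight plating, 90-min dark dye load, 20-min compound pretreatment. Signal: kinetic FluxOR fluorescence, 10 s baseline plus 110 s post-stimulus.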
DYRK1A inh: rat Dyrk1A kinase inhibitors, primary screen, biochemical, single point, plate reader; Dual specificity tyrosine-phosphorylation-regulated kinase 1A (Rattus norvegicus), Q63470; ADP-Glo luminescence, NFATc1 peptide; inhibition, % at 12.5 µM; 0.43% of 310,000 active; in the data active = inhibition above about 50%;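 note: plate controls were vehicle with enzyme for no effect and no enzyme for full effect; many of its hits are not listed in these tables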
TRPC4 agonist: activators of mouse TRPC4 channel, primary screen, Fluo4 calcium, HEK293 TRPC4beta/mu-opioid cells | 0.49% of 310,000 active | B-score at 10 µM | AID 2237, 2010 | Fluo4 calcium fluorescence; hits give high values;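 active = B-score above 5 SD of library B-scores, and initial fluorescence ratio not above library mean plus 5 SD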;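 note: positive B-score marks a calcium rise read as TRPC4 activation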
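Assay system: HEK293 cells stably co-expressing mouse TRPC4beta and mu-opioid receptor / Timing: Fluo4 dye loading 45 min at room temperature, 110 s recording / Signal: Fluo4 calcium-sensitive dye fluorescence, kinetic, 1 Hz baseline / Read-out: integrated baseline-normalised fluorescence ratio, converted to per-well B score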
KCNK9 inh: KCNK9 potassium channel inhibitors, primary screen, HEK293 cells, thallium flux. FluxOR thallium flux fluorescence; hits give low values. AID 488922, 2010. B-score at 10 µM. 1.2% of 310,000 active;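 active = ratio B-score over 3 SD below the library mean, with starting fluorescence within 5 SD of its mean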;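 note: negative B-score means less thallium flux so channel inhibition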
Target sequence (Q9NPC2 whole entry, looked up): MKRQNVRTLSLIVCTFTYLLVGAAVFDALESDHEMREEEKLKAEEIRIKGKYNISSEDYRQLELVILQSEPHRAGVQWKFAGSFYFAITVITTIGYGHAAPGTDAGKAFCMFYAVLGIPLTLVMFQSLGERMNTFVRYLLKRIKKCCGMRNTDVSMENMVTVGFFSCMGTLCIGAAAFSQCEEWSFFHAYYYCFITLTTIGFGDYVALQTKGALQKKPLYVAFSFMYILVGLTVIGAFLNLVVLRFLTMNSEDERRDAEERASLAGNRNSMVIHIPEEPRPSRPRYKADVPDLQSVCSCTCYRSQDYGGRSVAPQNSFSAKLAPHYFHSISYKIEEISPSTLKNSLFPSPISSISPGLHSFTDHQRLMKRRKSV
TRPC4 PAM: positive allosteric modulators of TRPC4, primary screen, cell-based, mouse TRPC4beta, HEK293 mu-opioid, Fluo-4 calcium. Short transient receptor potential channel 4 (Mus musculus), Q9QUQ5. DAMGO EC20, Fluo-4 Ca2+ flux; hits give high values. 0.42% of 310,000 active. B-score at 10 µM;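 active = B-score of calcium response area above 5 SD of library B-scores, with initial fluorescence ratio within 5 SD of library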;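 note: B-score of integrated fluorescence ratio over time as area under calcium response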
hERG rescue: hERG rescue from dofetilide block, primary screen, cell-based, CHO-hERG, FluxOR thallium flux, dofetilide IC70 | Voltage-gated inwardly rectifying potassium channel KCNH2 (Homo sapiens), Q12809 | dofetilide IC70 present | activation (rescue from dofetilide block), less the hit threshold, % at 10 µM | 0.51% of 310,000 active | AID 1511, 2009;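 active = activation above the mean of controls blocked by dofetilide plus 5 SD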;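 note: thallium influx through hERG after potassium depolarization seen as dye fluorescence rise; in these data hits start at about 4.7%; inactives centre near -7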
KCNQ1 inh: inhibitors of human KCNQ1 channel, primary screen, cell-based, thallium flux, high-throughput; Potassium voltage-gated channel subfamily KQT member 1 (Homo sapiens), P51787; CHO-K1 KCNQ1, FluxOR thallium flux fluorescence; hits give high values; B-score at 10 µM; 1.3% of 310,000 active; AID 2642, 2010;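 active = compounds whose thallium flux B-score, printed positive for inhibition, exceeds three library SD while starting fluorescence stays within three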;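 note: channel opened by potassium depolarization with thallium stimulus after 20 min compound exposure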
KCNK3 inh: human KCNK3 channel inhibitors, primary screen, CHO cells, FluxOR thallium flux, B-score. B-score at 10 µM. Potassium channel subfamily K member 3 (Homo sapiens), O14649. FluxOR fluorescence; hits give low values. 0.84% of 340,000 active;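 active = B-score under library mean minus 4 SD, starting fluorescence ratio at most library mean plus 5 SD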;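 note: more negative B-score means stronger inhibition of thallium flux through KCNK3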
Target sequence (O14649 whole entry, looked up): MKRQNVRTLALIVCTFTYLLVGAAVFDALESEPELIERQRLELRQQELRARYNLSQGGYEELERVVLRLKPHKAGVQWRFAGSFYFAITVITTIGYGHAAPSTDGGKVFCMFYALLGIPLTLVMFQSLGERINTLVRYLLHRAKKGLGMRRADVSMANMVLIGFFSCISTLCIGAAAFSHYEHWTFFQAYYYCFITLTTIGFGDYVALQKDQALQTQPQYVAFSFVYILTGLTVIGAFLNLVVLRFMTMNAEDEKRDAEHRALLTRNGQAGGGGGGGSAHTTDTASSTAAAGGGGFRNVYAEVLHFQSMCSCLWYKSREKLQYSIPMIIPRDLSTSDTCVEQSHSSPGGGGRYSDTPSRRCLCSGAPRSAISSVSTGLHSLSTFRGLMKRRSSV
TRPC4 inh: inhibitors of mouse TRPC4 channel, primary screen, Fluo4 calcium, HEK293 TRPC4beta/mu-opioid cells. Short transient receptor potential channel 4 (Mus musculus), Q9QUQ5. DAMGO-evoked Fluo4 calcium flux; hits give low values. B-score at 10 µM. 0.39% of 300,000 active. AID 2247, 2010;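 active = B-score over 3 SD under the library average, no early fluorescence shift, positive overall ratio signal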
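Assay system – HEK293 line stably carrying TRPC4beta and mu-opioid receptor · Doses – single dose · Detection – Fluo4 calcium-dye fluorescence, kinetic read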
* hit, by the source's call; i = inactive; . = no result given. A portion of the library; count on the stated rates, not on these rows.

molecule	Platelet DG rel	TRPC4 inh	TRPC4 agonist	KCNQ1 inh	KCNK9 inh	TRPC4 PAM	KCNK3 inh	DYRK1A inh	hERG rescue	KCNQ1 act	PolyA inhibitor
C(=N\Nc1ccc2nncn2n1)/c1ccccn1	3	i	i	i	i	i	i	4	-6	i	i
COC(=O)Cn1nnc(N2CCOCC2)n1	9	i	i	i	i	i	i	.	-6	i	i
O=C(COC(=O)Cn1nnc2ccccc21)NC1CCCC1	-3	i	i	i	i	i	i	-7	-4	i	i
O=C(COc1ccc(C(=S)N2CCOCC2)cc1Cl)Nc1ccccc1Cl	0	i	i	i	i	i	i	6	-10	i	i
Cc1ccc(OC(C)C(=O)N(C)Cc2ccccc2)c([N+](=O)[O-])n1 (centres undefined)	-3	i	i	i	i	i	i	-2	-6	i	i
COc1ccccc1N1CCN(C(=O)CSc2nc3ccccc3nc2N2CCC(C)CC2)CC1	-3	i	i	i	i	i	i	-1	-15	i	i
COc1ccc(CN2CCN(Cc3ccc(C(F)(F)F)cc3)CC2)c(OC)c1	1	-6*	i	i	i	i	i	4	-10	i	i
CC(C)(C)c1ccc(Oc2coc3cc(OCC(=O)O)ccc3c2=O)cc1	-1	i	i	i	i	i	i	0	-2	i	i
Cc1ccc(S(=O)(=O)N2CCC(C(=O)NCCCN3CCCCCC3)CC2)cc1	6	i	i	i	i	i	i	-1	-9	i	i
Cc1ccccc1OCC(O)Cn1c(N2CCN(c3ccccc3)CC2)nc2c1c(=O)[nH]c(=O)n2C (centres undefined)	1	i	i	i	i	i	i	-3	-10	i	.
Cc1cc(NC(=O)c2ocnc2C)no1	11	i	i	i	i	i	i	1	-6	i	i
CO/N=C/NC(=O)c1cn(-c2ccc(F)cc2)c(=O)c2ccccc12	-6	i	i	i	i	i	i	2	-15	i	i
Cc1ccc(NC(=O)CCNS(=O)(=O)c2cc(Br)cnc2N)cc1Cl	15	i	i	i	i	i	i	7	-8	i	i
CCOc1ccc(C(=O)CN2C(=O)NC3(CCCCCC3)C2=O)cc1	19	i	i	i	i	i	i	11	-11	i	i
Cc1ccc2nc(/C(C#N)=C\c3ccc(N4CCCCC4)c([N+](=O)[O-])c3)[nH]c2c1	-9	i	i	8*	i	i	i	10	-18	i	i
CCOc1ccc(C(C(=O)NCC2CCCO2)N(Cc2ccccc2)C(=O)c2snc(C(N)=O)c2N)cc1 (centres undefined)	5	i	i	i	i	i	i	4	-6	i	i
O=C(Nc1cccnc1)c1noc2c1CCCC2	4	i	i	i	i	i	i	1	-10	i	i
O=c1[nH]n(-c2ccccn2)c(=O)c2ccccc12	5	i	i	i	i	i	i	-2	-6	i	i
CC(=O)c1cnc2c(-c3ccccc3)c(-c3ccccc3)nn2c1C	2	i	i	i	i	i	i	6	-2	i	i
CC1CCc2[nH]c3ccc(C(=O)NCCCOC(C)C)cc3c2C1 (centres undefined)	6	i	i	i	i	i	i	0	-21	i	i
COc1ccc(OC)c(NS(=O)(=O)c2ccc3c(c2)n(C)c(=O)n3C)c1	-1	i	i	i	i	i	i	-6	-3	i	i
Cc1cc2ccccc2c(=O)n1CC(=O)NCC(=O)N1CCCC(C)C1 (centres undefined)	-1	i	i	i	i	i	i	4	-5	i	i
O=C(O)CCCC(=O)Nc1ccc(N2CCCC2)cc1	11	i	i	i	i	i	i	.	-4	i	i
COc1ccc(NC(=O)c2sc3nc(C)nc(N4CCN(c5ccccn5)CC4)c3c2C)cc1Cl	4	i	i	9*	i	i	-12*	4	-13	i	i
Cc1ccc(C)c(S(=O)(=O)N(C)C2CCS(=O)(=O)C2)c1 (centres undefined)	6	i	i	i	i	i	i	-6	-8	i	i
CC1CCc2sc(C(=O)N3CCN(c4ncccn4)CC3)cc2C1 (centres undefined)	2	i	i	i	i	i	i	-1	-2	i	i
Cc1ccc(CNC(=O)CNS(=O)(=O)c2ccc(Br)s2)cc1	5	i	i	i	i	i	i	-4	-4	i	i
Cc1ccccc1-c1nc(-c2ccccn2)no1	47	i	i	i	i	i	i	-3	-16	i	.
Cc1nnc(SCC2=C(C(=O)O)N3C(=O)C(NC(=O)C(C)n4nc(C(F)(F)F)cc4C)C3SC2)s1 (centres undefined)	2	i	i	i	i	i	i	0	-3	i	i
COc1ccc(NS(=O)(=O)c2csc(C(N)=O)c2)cc1OC	2	i	i	i	i	16*	i	1	-7	i	i

(next part)
molecule	Platelet DG rel	TRPC4 inh	TRPC4 agonist	KCNQ1 inh	KCNK9 inh	TRPC4 PAM	KCNK3 inh	DYRK1A inh	hERG rescue	KCNQ1 act	PolyA inhibitor
COc1ccc(N(CC(=O)N2CCN(c3ccc(Cl)cc3)CC2)S(=O)(=O)c2c(C)n[nH]c2C)cc1	23	i	i	i	i	i	i	4	-11	i	i
Cc1cccc(COC(=O)Nc2ccc(NC(=O)c3ccccc3Cl)cc2)c1	9	i	i	i	i	i	i	1	-1	i	i
C=CCSc1nnc(COc2ccc(=O)n(-c3ccccc3)n2)n1CC	-3	i	i	i	i	i	i	.	-2	i	i
CCOC(=O)C(NC(=O)c1ccccc1F)(Nc1cc(C)on1)C(F)(F)F (centres undefined)	-6	i	i	i	i	i	i	1	-6	i	i
COc1ccc(C(=O)C[n+]2ccc(N)c(C)c2C)cc1	-5	i	i	i	i	i	i	1	-5	i	i
CCOC(=O)c1c(NC(=O)c2ccco2)sc2c1CCCCC2	-7	i	i	i	i	i	i	-7	2	i	i
COCCN(C(=O)Cn1nnc2ccccc21)C(C(=O)NC1CCCC1)c1cc(OC)ccc1OC (centres undefined)	2	i	i	i	i	i	i	-4	-9	i	i
CCOc1ccccc1NC(=O)N1CCCC(c2nc3c(nnn3Cc3ccc(C)cc3)c(=O)[nH]2)C1 (centres undefined)	2	i	i	i	i	i	i	3	-7	i	i
O=S(=O)(NC1CCCC1)c1ccccc1Br	1	i	i	i	i	i	i	1	-5	i	i
O=C(c1cc2ccccc2o1)N1CCCCCC1	0	i	i	i	i	i	i	-5	-7	i	i
CCOc1cc(CN2CCCC(C(=O)c3cccc(C(F)(F)F)c3)C2)ccc1O (centres undefined)	1	-7*	i	i	i	i	i	12	-20	i	i
COc1ccccc1NC(=O)CC12CC3CC(CC(Br)(C3)C1)C2	-14	i	i	i	i	i	i	-3	-9	i	i
COc1ccc(/C=N\NS(=O)(=O)c2ccc(Cl)cc2)cc1COc1ccccc1[N+](=O)[O-]	-7	i	i	i	i	i	i	3	-5	i	i
COc1ccc(OC)c(NC(=O)NC2(C(F)(F)F)Oc3ccccc3O2)c1	0	i	i	i	i	i	i	-4	-15	i	i
O=C(NCCCN1CCOCC1)c1ccc2c(c1)N(Cc1ccccc1)C(=O)c1ccccc1S2=O (centres undefined)	17	i	i	i	i	i	i	.	-10	i	i
N#C/C(=C\c1ccc(F)cc1F)S(=O)(=O)c1ccccn1	0	i	i	i	i	i	i	1	-5	i	i
COc1ccc(/C=C(/NC(=O)c2ccco2)C(=O)NCCc2ccccc2)cc1	14	i	i	i	i	i	i	3	-12	i	i
Cc1cc(C)c2c(CC(=O)Nc3ccc(Cl)cn3)coc2c1	17	i	i	i	i	i	i	5	-9	i	i
COc1c(Cl)cc(Cl)cc1C(=O)Nc1ccc(NC(C)=O)cc1	-6	i	i	i	i	i	i	-6	-4	i	i
COc1ccccc1NC(=O)COc1cccc(-n2cnnn2)c1	8	i	i	i	i	i	i	4	-18	i	i
Cn1c(NCc2ccccc2)cc(=O)n(C)c1=O	-4	i	i	i	i	i	i	-8	0	i	i
COC(C(=O)NNS(=O)(=O)c1ccc([N+](=O)[O-])cc1)c1ccccc1 (centres undefined)	4	i	i	i	i	i	i	3	-5	i	i
CCN(C(=O)COC(=O)c1cnc(C)cn1)C1CCS(=O)(=O)C1 (centres undefined)	20	i	i	i	i	i	i	5	-14	i	i
CC(C)(C)n1nnnc1C(c1ccc(F)cc1)N1CCN(Cc2ccc3c(c2)OCO3)CC1 (centres undefined)	1	i	i	i	i	i	i	7	-13	i	i
COc1ccc(NC(=O)C(NC(=O)Cc2cccs2)c2ccc(C)cc2)cc1 (centres undefined)	0	i	i	i	i	i	i	4	-11	i	i
COC(=O)COc1cc(C)cc2oc(=O)c(CC(=O)OC)c(C)c12	2	i	i	i	i	i	i	5	-8	i	i

Record cards, from the list above.
`O=S(=O)(NC1CCCC1)c1ccccc1Br` in the list: Platelet DG rel = 1; TRPC4 inh = i; TRPC4 agonist = i; KCNQ1 inh = i; KCNK9 inh = i; TRPC4 PAM = i; KCNK3 inh = i; DYRK1A inh = 1; hERG rescue = -5; KCNQ1 act = i; PolyA inhibitor = i
`CCOC(=O)C(NC(=O)c1ccccc1F)(Nc1cc(C)on1)C(F)(F)F` (centres undefined) in the list: Platelet DG rel = -6; TRPC4 inh = i; TRPC4 agonist = i; KCNQ1 inh = i; KCNK9 inh = i; TRPC4 PAM = i; KCNK3 inh = i; DYRK1A inh = 1; hERG rescue = -6; KCNQ1 act = i; PolyA inhibitor = i
